From PubChem BioAssay
KAT2A inh: GCN5L2 (KAT2A) acetyltransferase inhibition; Potency, µM (titrated, usually from 58.9 µM), for the others: at the highest dose activity change, negative = inhibition, actives largely listed as inhibitors; actives 0.21% (n = 390,000); AID 504327; GCN5L2 HAT assay, ThioGlo1 CoA-SH fluorescence
Target sequence (Q92830 whole entry, looked up): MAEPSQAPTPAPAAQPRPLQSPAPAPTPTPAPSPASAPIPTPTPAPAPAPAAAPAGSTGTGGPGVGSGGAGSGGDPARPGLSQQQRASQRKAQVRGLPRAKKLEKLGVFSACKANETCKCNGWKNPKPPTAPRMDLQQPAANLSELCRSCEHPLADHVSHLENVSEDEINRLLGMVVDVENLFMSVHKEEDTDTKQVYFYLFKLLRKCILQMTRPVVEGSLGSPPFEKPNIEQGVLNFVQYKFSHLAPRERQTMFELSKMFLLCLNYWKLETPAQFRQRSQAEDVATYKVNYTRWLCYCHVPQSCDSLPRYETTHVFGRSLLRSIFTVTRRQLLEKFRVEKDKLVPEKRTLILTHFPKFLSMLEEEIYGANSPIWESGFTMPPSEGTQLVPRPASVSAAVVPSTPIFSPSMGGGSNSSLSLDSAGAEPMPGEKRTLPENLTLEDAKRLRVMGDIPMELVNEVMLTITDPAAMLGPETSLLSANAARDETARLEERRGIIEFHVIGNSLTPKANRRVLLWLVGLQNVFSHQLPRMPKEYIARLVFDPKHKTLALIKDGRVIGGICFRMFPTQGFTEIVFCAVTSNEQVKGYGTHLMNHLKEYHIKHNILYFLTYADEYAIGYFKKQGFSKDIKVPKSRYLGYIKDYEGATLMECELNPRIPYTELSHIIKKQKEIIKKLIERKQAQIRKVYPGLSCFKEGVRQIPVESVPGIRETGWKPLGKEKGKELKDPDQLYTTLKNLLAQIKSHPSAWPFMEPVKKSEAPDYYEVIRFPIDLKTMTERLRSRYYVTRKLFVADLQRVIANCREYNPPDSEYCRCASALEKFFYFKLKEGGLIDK
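Titration-based screen in which CoA formation is detected via maleimide probe ThioGlo1 (50uM) turning fluorescent on thiol reaction; substrates H3(1-25) 75uM and acetyl-CoA 70uM, GCN5L2 20nM, 20 min incubation at room temperature.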
TDP1 cell CPT: growth inhibition of DT40 Tdp1-/-;hTDP1 cells with camptothecin (screen for TDP1 inhibitors) | AID 686979 | Potency, µM (highest dose often 46.2 µM), for the others: at the top dose activity change, negative = growth inhibition, most hits filed as inhibitors | actives 12% (n = 420,000) | chicken DT40 Tdp1-/-;hTDP1 cells + 20 nM CPT, ATP luminescence, 48 h; also: nearly all actives have a fitted effect of over 55% in size
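Chicken DT40 Tdp1-/- cells complemented with human TDP1, 400 cells/well, exposed to compounds plus 20 nM camptothecin for at least 48 h at 37 C; viability read as ATP content by CellTiter-Glo luminescence.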
FEN1 inhibitor: inhibitors of human flap endonuclease 1 | P39748 | Recombinant FEN1 flap cleavage, fluorescence, 15 min | Potency, µM (titrated, usually from 114 µM), inactives show at the highest dose activity change, negative = inhibition, actives largely listed as inhibitors | actives 0.35% (n = 390,000) | AID 588795; also: nearly all actives have a fitted effect of over 65% in size
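Concentration–response screening of FEN1 (10 nM): 15 min compound preincubation at room temperature, reaction started with 50 nM substrate and read at 0 and 15 min. Corrected, normalized data were fitted by a four-parameter Hill equation.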
Starred values were filed as active, the others as inactive; ? = inconclusive; / = no result given. Calls follow the shape of the dose curve; as a rule, active = well fitted curve in the direction sought with a large enough effect; inconclusive = small, poorly fitted or top-dose-only effect, or another doubt; inactive = no such curve, though single readings can be large; an effect the other way counts as inactive or inconclusive. % is scaled to controls: 0 for no effect and ±100 for the full control effect; potency is read from the fitted curve at half-maximal effect.

Order of values: KAT2A inh, TDP1 cell CPT, FEN1 inhibitor
COC(=O)c1ccc2c(c1C(=O)OC)CN(S(=O)(=O)C(C)(C)C)[C@H]2CCO
→ /, -20%, 1%
COc1ccccc1/C=N/Nc1nncc2ccccc12
→ -5%, -5%, -1%
C[C@H]1CN(S(=O)(=O)C(C)(C)C)[C@H](CCO)/C1=C\c1ccccc1
→ /, -29%, 10%
CCCCCCSc1ccc([C@@H]2[C@@H]3C(=O)N(C)C(=O)[C@@H]3[C@]3(C(=O)OC)CCCCN23)cc1
→ -9%, 9.2µM*, -1%
O=C(CCN1C(=O)c2ccccc2C1=O)NNC(=O)c1ccc(Cl)cc1Cl
→ -8%, -14%, -3%
COC(=O)C1=C(C)N(CCCC(=O)O)C(=O)NC1c1ccccc1OS(=O)(=O)c1ccc([N+](=O)[O-])cc1 (configuration not stated)
→ /, -4%, 0%
CC(=O)c1cccc(S(=O)(=O)N2CCC(C(=O)Oc3ccc(-c4nnco4)cc3)CC2)c1
→ -4%, 0%, 0%
CCOC(=O)c1ccc(NC(=O)COC(=O)Cc2csc(-c3ccccc3)n2)cc1
→ -5%, 5%, -9%
CCOC(=O)c1sc2ncnc(N3CCN(C(=O)OCC)CC3)c2c1C
→ -4%, 15µM*, -3%
CC(C)C(C(=O)Nc1ccc2c(c1)OCO2)N1C(=O)c2ccccc2C1=O (configuration not stated)
→ 2%, -5%, -3%
COc1ccc(-c2c(C#Cc3ccsc3)c3ccccc3n2C)cc1
→ -4%, 21µM*, 13%
O=C1N/C(=C\c2ccc(N3CCOCC3)c(F)c2)C(=O)N1Cc1ccccc1
→ -17%, 0%, -7%
COc1ccc2[nH]cc(CCNS(=O)(=O)c3ccc(C)cc3)c2c1
→ -7%, ?, 6%
Cc1ccc(S(=O)(=O)N(C)C)cc1NC(=O)C(C)OC(=O)/C=C/c1cccs1 (configuration not stated)
→ 22%, -30%, -2%
CN(C)S(=O)(=O)c1ccc(C(=O)NCCSc2ccccc2)cc1
→ 11%, -20%, 8%
CCOc1ccc(NC(=O)CN(C)C(=O)c2cn(-c3ccccc3)nc2-c2cccs2)cc1OCC
→ -6%, 18µM*, -8%
N#Cc1c(-c2ccccc2)cc(-c2ccccc2)nc1SCCC(=O)O
→ -21%, ?, -15%
CCOc1ccc(NC(=O)C2Cc3ccccc3CN2S(=O)(=O)CC)cc1 (configuration not stated)
→ -9%, -2%, -4%
Cc1ccc([N+](=O)[O-])cc1NC(=O)C[n+]1ccccc1
→ -1%, 3%, -11%
O=[N+]([O-])c1cccc(/C=C/c2nc(C=Nc3ccc4ccccc4c3)c(O)o2)c1
→ -11%, -30%, 0%
CC(=O)C(Cc1ccccc1)NC(=O)CN(C)Cc1ccccc1Cl (configuration not stated)
→ -3%, -17%, -1%
O=C(NCCc1ccc(Cl)cc1)C1CCC(=O)N1Cc1ccc(F)cc1 (configuration not stated)
→ -2%, -3%, -1%
COc1ccc(Nc2nnc(-c3ccccc3)c3ccccc23)cc1C(=O)N1CCCCC1
→ 3%, -26%, -20%
Cc1cc(C(=O)NC(C)CCc2ccccc2)ccc1[N+](=O)[O-] (configuration not stated)
→ -9%, 20%, 19%
S=c1[nH]nc(CN2CCCC2)n1Cc1ccccc1
→ -7%, -6%, -12%
O=C(NCCc1ccc(F)cc1)NC12CC3CC(CC(C3)C1)C2
→ -13%, ?, -6%
OCCn1c(CSc2nc3ccccc3n2CCO)nc2ccccc21
→ -7%, -19%, 1%
Cc1onc(-c2c(F)cccc2Cl)c1C(=O)OCC(=O)NC(N)=O
→ -6%, -27%, -5%
Cc1ccc(-n2nnnc2CS(=O)(=O)c2ccccc2)c(C)c1
→ 0%, -21%, -4%
Cc1ccc2c(c1)C(c1ccccc1)N(C(=O)c1ccccc1)CC(=O)N2 (configuration not stated)
→ -4%, -22%, -1%
Cc1ccc(NC(=O)c2ccc(Cn3cc(Br)cn3)o2)cc1
→ 0%, ?, -13%
Cc1ccc(S(=O)(=O)c2nnn3c2nc(NCc2cccs2)c2sccc23)cc1C
→ -8%, ?, -6%
O=C1CNC(=O)/C1=C\c1ccc(O)cc1
→ 1%, 0%, 2%
O=C(CO/N=C/c1ccc(Cl)cc1Cl)NNC(=O)c1cccc(Cl)c1
→ 4%, 10%, 4%
CCc1ccccc1NC(=O)CSc1nc2c(c(=O)[nH]1)CN(Cc1ccccc1OC)CC2
→ -2%, ?, -2%
C[C@H](CO)N1C[C@H](C)[C@@H](CN(C)C(=O)Nc2ccc3c(c2)OCO3)Oc2ccc(NS(=O)(=O)c3cn(C)cn3)cc2C1=O
→ -1%, -2%, 19%
Cc1ccc(OCC(=O)N(Cc2ccc(N(C)C)cc2)C2CCS(=O)(=O)C2)cc1C (configuration not stated)
→ -4%, -10%, 3%
O=C(Cn1nnc(-c2ccccc2)n1)NNC(=O)c1cccc([N+](=O)[O-])c1
→ 1%, -5%, 15%
O=C(N/N=C/c1cc2c(cc1[N+](=O)[O-])OCO2)c1cccnc1
→ -5%, -15%, 0%
COc1ccc(C(=O)Oc2ccc(/C=N/NC(=O)c3ccccc3OC)cc2[N+](=O)[O-])cc1
→ 0%, -17%, 5%
CCOc1ccc(NC(=O)CCn2c(-c3ccc(F)cc3)cc(C(C)=O)c2C)cc1
→ 1%, 21µM*, 3%
CC(C)(C)OC(=O)NCCCC[C@H](NC(=O)c1nc[nH]c1C(=O)N[C@@H](CCCCNC(=O)OC(C)(C)C)C(=O)OC(C)(C)C)C(=O)OC(C)(C)C
→ -9%, 15µM*, -20%
CC(C)CNC(=O)COC(=O)CCC(=O)c1ccc(Cl)cc1
→ -4%, -5%, 21%
COCCCNC(=O)CNC(=O)c1nn(-c2ccc(OC)cc2OC)c(=O)c2ccccc12
→ -9%, 15%, -11%
CCCCN(C(=O)C1CCN(C(=O)c2ccccc2C)CC1)c1c(N)n(CCC)c(=O)[nH]c1=O
→ -5%, ?, 2%
O=C(NC1CCCCC1)C(c1ccc(F)cc1)N(Cc1ccco1)C(=O)Cn1nnc2ccccc21 (configuration not stated)
→ -4%, -23%, 4%
COc1ccc(N2C(S)=C(C#N)C(=O)NC2c2ccco2)cc1 (configuration not stated)
→ -8%, ?, -2%
COC(=O)[C@@H](Cc1c[nH]c2ccccc12)NCc1cccc(B(O)O)c1
→ /, -22%, -7%
CC(c1ccccc1)N(C)C(=O)CSc1nnc(C2CC2)n1C1CC1 (configuration not stated)
→ -6%, 3%, -5%
COc1ccc(/C=N/NC(=O)c2cc(-c3cccc(C)c3)nc3ccccc23)cc1O
→ /, ?, -30%

New compounds follow:
Order of values: KAT2A inh, TDP1 cell CPT, FEN1 inhibitor
COc1ccc(OC)c(C2=CC(=O)C[C@H](c3ccc4c(c3)OCO4)C2)c1
→ -4%, 7.3µM*, -18%
S=C(NCCCN(Cc1ccc(Cl)cc1)c1ccc(-c2ccccc2)cn1)NCCCN(Cc1ccc(Cl)cc1)c1ccc(-c2ccccc2)cn1
→ /, ?, -7%
CCCc1[nH]c(=O)c(C#N)c2c1CCCC2
→ -29%, -15%, 0%
Cc1cc(C)n(S(=O)(=O)c2ccc(C)c(C)c2)n1
→ -13%, 2%, 3%
Cc1[nH]n(-c2ncc(-c3ccccc3)s2)c(=O)c1C(c1ccc(Cl)cc1)C(C#N)C#N (configuration not stated)
→ -29%, ?, -7%
Cn1c(=O)oc2cc(S(=O)(=O)N3CCN(C(=O)c4ccco4)CC3)ccc21
→ /, -20%, 1%
Cc1ccc(C(=O)N2CCN(c3ccc(NC(=O)c4cc(C)cc(C)c4)cc3)CC2)cc1
→ -2%, ?, 7%
COCCCNC(=O)Cn1c(=O)n(CC(=O)N2CCCCC2)c(=O)c2sccc21
→ 3%, 4%, -2%
CCCCN(CC)CCNC(=O)c1[nH]c(C)c(C(C)=O)c1C
→ -2%, 0%, -10%
CCOC(=O)c1ccc(NC(=O)/C(C#N)=C/c2ccc(OC)cc2)cc1
→ 0%, -26%, -7%

Some of the entries so far, with each value named.
COc1ccc(N2C(S)=C(C#N)C(=O)NC2c2ccco2)cc1 (configuration not stated)
  KAT2A inh: -8%	TDP1 cell CPT: ?	FEN1 inhibitor: -2%

COC(=O)[C@@H](Cc1c[nH]c2ccccc12)NCc1cccc(B(O)O)c1
  KAT2A inh: /	TDP1 cell CPT: -22%	FEN1 inhibitor: -7%

CC(c1ccccc1)N(C)C(=O)CSc1nnc(C2CC2)n1C1CC1 (configuration not stated)
  KAT2A inh: -6%	TDP1 cell CPT: 3%	FEN1 inhibitor: -5%

COc1ccc(/C=N/NC(=O)c2cc(-c3cccc(C)c3)nc3ccccc23)cc1O
  KAT2A inh: /	TDP1 cell CPT: ?	FEN1 inhibitor: -30%

(cont.)
Order of values: KAT2A inh, TDP1 cell CPT, FEN1 inhibitor
N#Cc1ccccc1NC(=O)COC(=O)c1ccc2c(c1)OCO2
→ -7%, 2%, -1%
CCOc1ncccc1C(=O)N1CCN(S(=O)(=O)c2ccc(Br)cc2Cl)CC1
→ 2%, ?, 4%
COc1ccc(C(=O)NCC(=O)OCC(=O)NC2CCCC2)cc1
→ 0%, -29%, 1%
O=[N+]([O-])c1ccc(S(=O)(=O)Nc2nnc(C(F)(F)F)s2)cc1
→ ?, -11%, -7%
O=c1c(N2CCN(c3ccc(F)cc3)CC2)csc2ccc(F)cc12
→ -3%, 18µM*, -5%
Cc1cccc(N/N=C(\C#N)S(=O)(=O)C(C)(C)C)c1
→ ?, 4%, -1%
COc1ccc(S(=O)(=O)NC(CC(=O)NC2CCCC2)c2ccco2)cc1 (configuration not stated)
→ -10%, -5%, -9%
COC(=O)c1ccc(COc2ccccc2/C=N/Nc2cccc(C(=O)O)c2)cc1
→ -15%, -22%, 11%
Cc1cc(=O)c2cc(Br)ccc2[nH]1
→ -23%, 6.5µM*, 11%
Cc1cc(NC(=O)Nc2ccc(Cl)c(Cl)c2)no1
→ /, ?, -2%
O=C(Cn1nc(CNc2ccc(Br)cc2)[n+]2c1CCCCC2)c1ccc([N+](=O)[O-])cc1
→ 0%, 6.5µM*, 3%
COc1cccc(C(=O)Nc2ccccc2NC(=O)c2cccc(OC)c2)c1
→ -16%, -10%, -11%
Cc1ccc(NC(=O)c2cnc(N3CCCCC3)c3ccccc23)c(C)c1
→ 1%, ?, 11%
CCn1c(SCC(=O)O)nnc1C1CCCCC1
→ -1%, -2%, -1%
O=C(CCC(=O)c1ccc(F)cc1)Nc1cc(Cl)cc(Cl)c1
→ -6%, -29%, -4%
O=C(Nc1cccc(C(=O)OCc2cc(=O)n3nc(C4CC4)sc3n2)c1)c1ccccc1
→ -3%, -26%, 17%
CN(C)S(=O)(=O)c1ccc(C(=O)NCc2ccccc2)cc1
→ -2%, -18%, -2%
CCOc1ccc(C(=O)Nc2ccccc2-c2ccccc2)cc1Cl
→ -9%, -23%, -8%
CCOC(=O)C1=C(CC)Nc2ccccc2N=C1NC(=O)CCNC(C)=O
→ -22%, 2%, -4%
NC(=O)c1ccc(Br)c(S(=O)(=O)N2CCCCC2)c1
→ -3%, ?, -12%
CCOC(=O)N1CCN(S(=O)(=O)c2c(C)[nH]c(=O)[nH]c2=O)CC1
→ -3%, -16%, 2%
CC(C)NC(=O)Cn1c(SCC(=O)N2CCCc3ccccc32)nc2ccccc21
→ 2%, -18%, -12%
CCOC(=O)C1=CC[C@@H](c2cc3ccc(OC)cc3n2C)N(S(=O)(=O)c2ccc(C)cc2)[C@H]1C(=O)OCC
→ -10%, ?, -6%
CCOC(=O)C1CCN(C(=O)Cn2cnc3sc(C)c(S(=O)(=O)N4CCC(C)CC4)c3c2=O)CC1
→ 4%, 2%, -8%
CCCNC(=O)c1ccc(S(=O)(=O)c2ccc(OC)cc2)c([N+](=O)[O-])c1
→ 12%, 5.2µM*, 9%
C/C=N\NC(=O)CNC(=O)CNC(=O)c1ccccc1
→ 8%, 14%, -3%
CCc1cc2c(=O)[nH]c(Cc3ccccc3)nc2s1
→ 0%, -29%, -11%
CC(O)CNCc1ccc(-c2ccccc2)cc1 (configuration not stated)
→ 1%, -14%, -3%
CC(C)(C)c1ccc(/C=N/NC(=S)NC2CCCCC2)cc1
→ -17%, 15µM*, -19%
N#Cc1ccc(C2N=C(c3ccccc3)NO2)cc1 (configuration not stated)
→ 2%, ?, 2%
C=CCN(CC=C)c1nc2ccccc2nc1C(C#N)C(=O)OCCOC (configuration not stated)
→ -11%, 21µM*, -4%
CC(=O)c1cccc(NC(=O)CN(c2ccc(C)cc2)S(=O)(=O)c2cccc3nonc23)c1
→ -16%, ?, 0%
COc1cccc(Nc2ncc3nc(-c4ccc(Cl)cc4)c(=O)n(C[C@H]4CCCO4)c3n2)c1
→ -16%, -8%, /

A portion of the library; the hit share may differ from the screen's.
